Screening data: PubChem, Fisher Drug Discovery Resource Center
mcGAS inh = cyclic GMP-AMP synthase inhibitors, mouse, primary biochemical chemiluminescence; recombinant cGAS, Kinase-Glo ATP depletion luminescence; Q8C6L5; inhibition, % at 12.5 µM; 160,000 compounds, 0.15% hits; AID 1259399, 2018;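 note: 0% = negative control wells and 100% = reference inhibitor with no enzyme activity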
NPYLR7 agonist = agonists of mosquito NPYLR7 receptor, primary screen, cell-based, Aedes aegypti, calcium fluorescence, mosquito biting behavior | HEK293T NPYLR7/Galpha15, GCaMP6s calcium fluorescence | activation, % at 10 µM | 270,000 compounds, 0.15% hits; in the data active = activation above about 40%;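 note: 0% = vehicle and 100% = reference agonist at the receptor; some compounds past the cut are filed as inactive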
hcGAS inh = Primary biochemical luminescence assay for human cyclic GMP-AMP synthase inhibitors. recombinant h-cGAS, ATP depletion, Kinase-Glo luminescence. inhibition, % at 12.5 µM. 290,000 compounds, 0.081% hits;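 note: 0% = vehicle reaction and 100% = reaction without DNA for no activity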
Target sequence (Q8N884 whole entry, looked up): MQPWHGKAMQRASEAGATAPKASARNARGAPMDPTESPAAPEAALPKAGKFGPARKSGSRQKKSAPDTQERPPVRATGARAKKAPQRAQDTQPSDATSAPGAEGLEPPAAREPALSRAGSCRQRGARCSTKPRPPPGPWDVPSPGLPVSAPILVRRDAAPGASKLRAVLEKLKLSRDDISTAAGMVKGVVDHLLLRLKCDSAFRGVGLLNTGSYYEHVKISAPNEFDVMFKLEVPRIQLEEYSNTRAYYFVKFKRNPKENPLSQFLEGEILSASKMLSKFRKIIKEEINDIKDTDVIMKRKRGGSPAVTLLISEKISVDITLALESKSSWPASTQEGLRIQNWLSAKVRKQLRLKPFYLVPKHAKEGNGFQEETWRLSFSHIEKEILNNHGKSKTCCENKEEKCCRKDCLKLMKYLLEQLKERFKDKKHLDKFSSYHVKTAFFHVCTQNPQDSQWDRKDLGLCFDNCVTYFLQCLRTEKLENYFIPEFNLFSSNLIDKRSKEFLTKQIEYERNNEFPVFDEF
An asterisk follows results filed as active; · = no result given; & = joins results of further samples. Cut-off read from the data, not from the text of the source, unless noted: active = inhibition above about 40%; inactive = the rest.

SMILES	mcGAS inh	NPYLR7 agonist	hcGAS inh
COc1cc(C2SCCN2C(=O)Nc2ccc(F)cc2F)ccc1OCc1ccccc1 (stereo not drawn)	-4.1	-6.5	-5.4
COc1ccc(CCNc2ncnc3sc(C(=O)NC[C@H]4C[C@@H]5C=C[C@H]4C5)c(C)c23)cc1OC	-1.5	-4.1	3.0
COC(=O)c1ccc(COC(CN2CCN(S(=O)(=O)c3cc(C)ccc3F)CC2)c2ccc(Cl)cc2)cc1 (stereo not drawn)	-5.7	5.3	-3.5
Cc1nccn1-c1ccc(NC(=O)C2CCCN(CCCc3ccccc3)C2)cc1 (stereo not drawn)	-11.5	-5.4&2.7	-8.3&-4.4
Cc1cccc(C(=O)N2N=C(CC(C)C)CC2(O)C(F)(F)F)c1 (stereo not drawn)	·	4.8	-4.6
O=C(NCc1cccnc1)C1COC2(CCCCC2)N1C(=O)c1ccc(Cl)c(Cl)c1 (stereo not drawn)	-4.2	2.3	0.3
CNC(=O)N1CCC(C2CCN(S(=O)(=O)c3cnc[nH]3)C2)CC1 (stereo not drawn)	-3.4	·	-9.1
Cc1cnc(CN(CCO)C(C)C)cn1	·	21.7	-7.3
O=C(CCNC(=O)c1ccc(Cl)cc1)NC1(C(=O)O)CCCCC1	-13.1	-0.8	-0.3
CCc1cc(N2CCOCC2)nc(SCc2ccc(C(=O)NCCOC)cc2)n1	-5.0	27.3	-1.4
OCCNc1ncnc2sc3c(c12)CCCC3	-2.7	18.3	2.8
O=C(CCOc1ccccc1)Nc1ccccc1Cl	·	1.4	-7.8
COc1cccc(SCC(=O)N2CCCc3cccc(OC)c32)c1	·	0.6	0.8
COc1ccc(S(=O)(=O)c2c[nH]c3cc(OC)c(OC)cc3c2=O)cc1	0.5	6.3	-0.6
CC(Oc1ccccc1-c1ccc(-c2ccn[nH]2)cc1)C(N)=O (stereo not drawn)	·	-5.6	-5.0
O=C(CN1CCCc2c(F)cc(F)cc21)Nc1cc(F)ccc1F	-6.4	3.3	-11.1
CN(CC1CCCN(CCc2ccc(F)cc2)C1)C(=O)c1cc2ccccc2cn1 (stereo not drawn)	·	6.6	-8.6
Cc1ccc2nc(C)c(NC(=O)C3CCCCC3)c(=O)n2c1	·	-2.3	9.5
COC(=O)c1cc(C(=O)OC)cc(-c2ccc(CNCCN(C)C)o2)c1	·	9.3	-0.1
COc1cc(C2C(C#N)=C(C)NC3=C2C(=O)CC(c2ccccc2)C3)cc(OC)c1OC (stereo not drawn)	-9.1	-5.4	-1.3
Cc1nn(C(C)C(=O)NNC(=S)Nc2ccc(F)cc2)c(C)c1[N+](=O)[O-] (stereo not drawn)	·	4.3	9.1
CC(O)C(O)[C@H]1CNc2nc(N)[nH]c(=O)c2N1 (stereo partly drawn)	-2.9	13.8	7.5
Cc1noc(CCCC(=O)N2CCC(N3CCNC3=O)CC2)n1	-6.9	2.5	-5.4
COc1ccc(-c2ccc(C(=O)N3CCC(n4nccc4NC(=O)CC(C)C)CC3)o2)cc1	-10.1	6.8	-6.1
COc1cccc2c1Oc1[nH]c(-c3ccccc3)nc(=S)c1C2	-4.8	12.4	-5.3
O=C(c1cncc(Br)c1)N1CCN(c2nc3nccc(-c4ccc(Cl)c(Cl)c4)n3n2)CC1	-4.3	·	-2.6
CN(C)C(=O)CC(Nc1nc2ccccc2s1)c1ccccc1 (stereo not drawn)	-16.2	4.5	-6.1
CCCC(=O)OCCNC(=O)c1cc2ccccc2oc1=O	-3.1	-3.3	-3.2
CCOC(=O)CCC(=O)N(CCOC)CC(=O)Nc1cc(-c2ccccc2)nn1-c1ccccc1	0.1	-2.0	4.6
CC(CC(O)c1ccccc1)NC(=O)c1cscn1 (stereo not drawn)	·	-1.7	-6.1
CC(C)N=C(NC#N)SCc1ccc(Br)cc1	·	20.2	-5.0
O=C(CCNC1CCN(Cc2ccccc2)C1)Nc1cccnc1 (stereo not drawn)	·	0.6	-1.6
O=C(C=Cc1ccccc1)c1ccc(N2CCCC2=O)cc1	·	15.4	-7.4
CCCNC(=O)N(C)CCN1C(=O)C(C)SC1c1ccc(F)cc1 (stereo not drawn)	-8.0	1.2	-6.5
COc1ccc(-c2cc(C(=O)NCCN3CCCCC3)nc3c(-c4ccccc4)c(C)nn23)cc1	-0.3	-0.2	-0.5
O=C1CSC(c2ccccn2)N1c1ccc(O)cc1 (stereo not drawn)	·	-2.0	1.7
CCN(C(=O)C(NC(C)=O)C1CCCC1)c1nc2ccccc2s1 (stereo not drawn)	·	-2.5	1.2
CC(C)(C)C(=O)Nc1ccc2oc3ccc(NC(=O)C(C)(C)C)cc3c(=O)c2c1	-3.2	-0.3	-2.5
Cc1cc(C(=O)NCCn2nc(-c3cccs3)n(C)c2=O)no1	·	0.0	3.2
CCOc1ccccc1NC(=O)CC(=O)NC[C@H]1C[C@H]2C=C[C@H]1C21CC1	·	3.8	0.8

Taken from the listing, 20 compounds:
SMILES	mcGAS inh	NPYLR7 agonist	hcGAS inh
Cc1ccc2nc(C)c(NC(=O)C3CCCCC3)c(=O)n2c1	·	-2.3	9.5
COC(=O)c1cc(C(=O)OC)cc(-c2ccc(CNCCN(C)C)o2)c1	·	9.3	-0.1
COc1cc(C2C(C#N)=C(C)NC3=C2C(=O)CC(c2ccccc2)C3)cc(OC)c1OC (stereo not drawn)	-9.1	-5.4	-1.3
Cc1nn(C(C)C(=O)NNC(=S)Nc2ccc(F)cc2)c(C)c1[N+](=O)[O-] (stereo not drawn)	·	4.3	9.1
CC(O)C(O)[C@H]1CNc2nc(N)[nH]c(=O)c2N1 (stereo partly drawn)	-2.9	13.8	7.5
Cc1noc(CCCC(=O)N2CCC(N3CCNC3=O)CC2)n1	-6.9	2.5	-5.4
COc1ccc(-c2ccc(C(=O)N3CCC(n4nccc4NC(=O)CC(C)C)CC3)o2)cc1	-10.1	6.8	-6.1
COc1cccc2c1Oc1[nH]c(-c3ccccc3)nc(=S)c1C2	-4.8	12.4	-5.3
O=C(c1cncc(Br)c1)N1CCN(c2nc3nccc(-c4ccc(Cl)c(Cl)c4)n3n2)CC1	-4.3	·	-2.6
CN(C)C(=O)CC(Nc1nc2ccccc2s1)c1ccccc1 (stereo not drawn)	-16.2	4.5	-6.1
CCCC(=O)OCCNC(=O)c1cc2ccccc2oc1=O	-3.1	-3.3	-3.2
CCOC(=O)CCC(=O)N(CCOC)CC(=O)Nc1cc(-c2ccccc2)nn1-c1ccccc1	0.1	-2.0	4.6
CC(CC(O)c1ccccc1)NC(=O)c1cscn1 (stereo not drawn)	·	-1.7	-6.1
CC(C)N=C(NC#N)SCc1ccc(Br)cc1	·	20.2	-5.0
O=C(CCNC1CCN(Cc2ccccc2)C1)Nc1cccnc1 (stereo not drawn)	·	0.6	-1.6
O=C(C=Cc1ccccc1)c1ccc(N2CCCC2=O)cc1	·	15.4	-7.4
CCCNC(=O)N(C)CCN1C(=O)C(C)SC1c1ccc(F)cc1 (stereo not drawn)	-8.0	1.2	-6.5
COc1ccc(-c2cc(C(=O)NCCN3CCCCC3)nc3c(-c4ccccc4)c(C)nn23)cc1	-0.3	-0.2	-0.5
O=C1CSC(c2ccccn2)N1c1ccc(O)cc1 (stereo not drawn)	·	-2.0	1.7
CCN(C(=O)C(NC(C)=O)C1CCCC1)c1nc2ccccc2s1 (stereo not drawn)	·	-2.5	1.2

(further entries)
SMILES	mcGAS inh	NPYLR7 agonist	hcGAS inh
Fc1ccccc1C1CC(c2ccc(I)cc2)Nc2nnnn21 (stereo not drawn)	·	14.0	3.8
CCOC(=O)CSc1nnc(NC(=O)c2ccccc2C)s1	-5.4	23.5	-4.5
CC1(C)C2CC=C(C=NNc3nc4ccccc4s3)C1C2 (stereo not drawn)	-0.4	2.2	-5.3
COC(=O)c1c(C)cccc1NC(=O)c1cccc(-n2cnnn2)c1	·	1.9	6.0
CCN(CC)C(=O)Oc1ccc2c(ccn2Cc2cccc(C)c2)c1NC(=O)C(C)Oc1ccccc1 (stereo not drawn)	-7.0	-4.7	-6.1
CCC(C)N(Cc1cccn1Cc1cccc(OC)c1)C(=O)CN(CCC(C)C)C(=O)COC (stereo not drawn)	-5.0	-8.4	-2.5
COC(=O)c1c(C)cc(O)cc1O	6.4	-13.3	2.0
C=C(C)COc1c(CN2CCCC2c2c(C)noc2C)cccc1OC (stereo not drawn)	-25.9	-5.2	-4.2
COc1ccc(Nc2nc(C)cc(C)c2C#N)cc1	-6.1	-1.5	-2.4
CC1(C(=O)NS(=O)(=O)c2cccs2)CCN1C(=O)CC1CC1 (stereo not drawn)	·	-1.4	-5.1
COCC(=O)N(Cc1ccccc1)Cc1c(-c2ccccc2)noc1N(C)C(C)C	-0.3	-0.8	4.0
C/C=C/C=C/C(=O)Nc1cccc(Oc2ncccc2C(=O)OCC)c1	-4.5	-4.5	-9.9
Cc1noc(C)c1CN(C)C(=O)NCCN1c2ccccc2CC1C (stereo not drawn)	·	-0.6	-15.8
COc1cccc(CSc2nnc(C(C)NC(=O)Nc3c(Cl)cccc3Cl)n2-c2ccc(C)cc2)c1 (stereo not drawn)	-5.4	-2.8	-2.8
COc1cccc(CC(C2CCN(C(=O)c3ccc(C)nc3)CC2)N(C)C(=O)c2ccsc2)c1 (stereo not drawn)	-11.5	1.1	-7.4
COCCN(CC(=O)N(Cc1cccn1Cc1ccccc1Cl)C1CCCCC1)S(=O)(=O)c1ccc(F)cc1	-4.6	20.0	-2.1
C=CCN1C(=O)NC(c2cccc(Cl)c2)C2=C1CN(CC(=O)NCCc1ccc(OC)c(OC)c1)C2=O (stereo not drawn)	-4.3	-1.7	-6.3
O=C(CSc1nc2c(cnn2Cc2cccc(Cl)c2)c(=O)[nH]1)NC1CCCCC1	·	-1.0	-3.2
CCCNC(=O)c1cc(NC(=O)Nc2cc(OC)cc(OC)c2)ccc1N1CCN(c2ccccc2OC)CC1	-5.9	19.6	-0.8
CCN(C1=NC2CS(=O)(=O)CC2S1)c1cc(C)cc(C)c1 (stereo not drawn)	-4.4	3.9	-7.6
COc1ccc(S(=O)(=O)NCC2CCCN(C(=O)CCOc3ccccc3)C2)cc1 (stereo not drawn)	·	4.4	2.8
CN(C(=O)c1ccccc1N1CCC(NC(=O)c2ccc(F)cc2)CC1)C1CCCCC1	-3.8	-1.1	-3.2
O=C(Cc1ccccc1)N1CC(=O)N(Cc2ccco2)CC(O)C1 (stereo not drawn)	-3.2	0.8	-3.2
COC(=O)c1cc2n(n1)CCN(C(=O)c1ccc(C3CCCO3)s1)C2 (stereo not drawn)	-7.4	27.2	-3.3
CCNC(=O)N1CCC2(CC1)N=C(COC)NC2=O	-13.0	1.3	-1.2
CC12CN3CC(C)(CN(C1)C3c1ccc3ccccc3c1O)C2=O (stereo not drawn)	·	-9.3	-8.3
COc1ccccc1-c1cc(C(=O)NCc2ccccc2)n2nc(C(C)(C)C)cc2n1	-8.4	-8.3	-7.7
N#CC1(C(=O)NC2CCCC2)CCCC1	·	2.6	-2.3
COc1cc(OC)cc(-c2nnc(SCC(=O)NCC3CCCO3)n2C2CCCCC2)c1 (stereo not drawn)	-9.1	·	-2.5
CCOC(=O)CC(C)NC(=S)NCCCN(C)c1ccccc1 (stereo not drawn)	-4.5	-5.7	-2.8
O=c1cc(Sc2nc3ccccc3[nH]2)c2ccccc2o1	·	8.8	7.8
CCCCc1ccc(NC(=O)c2cn(C)c3c(=O)n(Cc4ccccc4)c(=O)[nH]c23)cc1	·	3.8	-0.8
CC(C)(C)C(C#N)NS(=O)(=O)c1cccc(Cl)c1 (stereo not drawn)	-2.3	-0.8	4.0
COCCOC1CCN(Cc2nc(-c3cccc(Cl)c3)no2)CC1	-3.7	4.4&-1.2	-7.0&-3.2
CO[C@H]1CN(c2nnnn2-c2ccc(Oc3ccccc3)cc2)CC[C@H]1N	·	27.5	-7.7
Cc1ccc(Nc2nc(N3CCOCC3)nc3c2cnn3-c2ccccc2)cc1	-1.2	0.4	-6.0
CC(=O)c1ccc(N2C[C@@H]3C4CCC(CC4)[C@@H]3C2)nc1	·	7.6	-6.2
CCCC1CCCN(C(=O)c2cc3ccc(OC)cc3[nH]2)CC1 (stereo not drawn)	·	0.1	-17.9
Cc1cccc(C(=O)N2C(C(=O)NCc3ccncc3)COC23CCC(C)CC3)c1 (stereo not drawn)	-5.6	-1.1	-7.9
Cc1c(C(=O)N(C)C2CCCCC2)cnn1-c1ccc(=O)[nH]n1	·	11.9	-18.1

A draw from above in order of number of heavy atoms, high to low.
SMILES	mcGAS inh	NPYLR7 agonist	hcGAS inh
COCCOC1CCN(Cc2nc(-c3cccc(Cl)c3)no2)CC1	-3.7	4.4&-1.2	-7.0&-3.2
CCCC1CCCN(C(=O)c2cc3ccc(OC)cc3[nH]2)CC1 (stereo not drawn)	·	0.1	-17.9
O=c1cc(Sc2nc3ccccc3[nH]2)c2ccccc2o1	·	8.8	7.8

Later entries
SMILES	mcGAS inh	NPYLR7 agonist	hcGAS inh
O=C(O)CSCC(=O)NC1CCSC1=O (stereo not drawn)	-9.2	-1.2	-7.4
CN1CCCC2(CCN(C(=O)CCc3nc(N)n[nH]3)C2)C1=O (stereo not drawn)	-4.3	·	0.3
C=CCOC(=O)C1C(C)=Nc2nc(SCC=C)[nH]c(=O)c2C1c1cccs1 (stereo not drawn)	·	2.9	1.1
Cc1cc(C)[n+]2c(-c3ccccc3)csc2n1	·	-7.7	-4.3
